# IMP-1 inhibitor: blocks Pseudomonas aeruginosa IMP-1 metallo-beta-lactamase; inhibition, % at 5.6 µM; actives 0.45% (n = 290,000); purified IMP-1, nitrocefin hydrolysis, epi-absorbance fluorescence;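 active = inhibition above the mean plus 3 SD of all compounds in the same screening run, cut at about 4.5% in these data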;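 also: 0% = IMP-1 with DMSO and 100% = DMSO wells lacking enzyme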
#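 Assay system: purified IMP-1; Quantity: IMP-1 0.2 nM before substrate addition; Medium: HEPES buffer pH 7.1 with ZnSO4 and Brij 35; Incubation: 15 min enzyme–compound preincubation, then 25 min nitrocefin reaction, 25 °C; Signal: fluorescence quenching readout, ex 480/em 530 nm; Controls: DMSO with and without IMP-1; Repeats: singlicate testing.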
# pCIP destab: lowers stability of the mouse p/CIP coactivator protein. F442A p/CIP-EGFP cells, EGFP fluorescence, 16 h. decrease of EGFP signal, % at 10 µM. actives 0.01% (n = 290,000);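 active = EGFP signal decrease of at least 30% at 10 µM or well 3 SD below plate mean, unless failing retest; inactive = the rest, including hits failing retest or dose response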; also: some compounds called inactive have numbers as strong as hits; many of its hits are not listed in these tables
# IDE act: IDE (human) activation, cell-based | HEK cells, FAbeta-B cleavage, fluorescence polarization; 0% vehicle, 100% cell-free pure enzyme wells | activation, % at 5.96 µM | P14735 | actives 0.073% (n = 340,000) | AID 493087;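 active = activation above the mean of all tested compounds plus 3 SD, set per screening campaign, cut at about 17% in these data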
# M18AAP inhibitor: blocks P. falciparum M18 aspartyl aminopeptidase; inhibition, % at 7.35 µM; recombinant PfM18AAP, H-Glu-NHMec fluorogenic cleavage; actives 1.2% (n = 290,000);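 active = inhibition above the campaign mean inhibition over all tested compounds plus 3 SD, cut at about 28% in these data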;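 also: 0% = plate median of test compound wells and 100% = 2 mM ZnCl2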
# NALP1 inh: NALP1 inhibition. S. cerevisiae NALP1/ASC/caspase-1 growth, X-gal OD620, 72 h. inhibition, % at 10 µM. actives 0.61% (n = 280,000); in the data active = inhibition mostly above about 24%, no sharp cut-off; inactive = mostly below about 32%; also: some compounds called inactive have numbers as strong as hits
# PHOSPHO1 block: blocks human PHOSPHO1 phosphatase activity | recombinant PHOSPHO1, absorbance phosphatase assay | actives 1.1% (n = 290,000) | inhibition, % at 13.3 µM; in the data active = inhibition above about 60%
# Target sequence (Q8TCT1 whole entry, looked up): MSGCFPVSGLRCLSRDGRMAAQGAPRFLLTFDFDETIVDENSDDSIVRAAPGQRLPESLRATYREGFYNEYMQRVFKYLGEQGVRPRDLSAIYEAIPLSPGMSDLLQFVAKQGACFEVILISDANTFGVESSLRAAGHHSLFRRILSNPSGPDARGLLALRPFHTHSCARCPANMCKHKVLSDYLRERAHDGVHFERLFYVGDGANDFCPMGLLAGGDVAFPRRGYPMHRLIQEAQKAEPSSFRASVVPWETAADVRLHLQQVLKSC
# VIM-2 inh: blocks Pseudomonas aeruginosa VIM-2 metallo-beta-lactamase. purified VIM-2, nitrocefin hydrolysis, epi-absorbance fluorescence. inhibition, % at 5.6 µM. actives 0.89% (n = 290,000);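 active = inhibition above the mean of all tested compounds plus 3 SD, cutoff set per screening run, cut at about 7.5% in these data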;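 also: red hydrolysis product quenches plate fluorescence so inhibitors raise well fluorescence; 0% = enzyme with DMSO and 100% = DMSO without enzyme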
# IDE inh: cellular human IDE inhibition. P14735. HEK cells, FAbetaB cleavage, fluorescence polarization. inhibition, % at 5.59 µM. actives 0.41% (n = 320,000). AID 434962;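 active = percent inhibition above the average of all tested compounds plus 3 SD, set per screening campaign, cut at about 16% in these data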;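 also: IDE supplied by intact live HEK cells; FP after avidin binding of uncleaved biotin substrate so inhibition keeps polarization high; 0% = DMSO wells and 100% = 60 µM reference IDE inhibitor Ii1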
# GPR7 antagonist: blocks human GPR7 receptor signaling; P48145; GPR7-expressing cells, fluorescence antagonist assay; inhibition, % at 4.4 µM; actives 1.1% (n = 290,000); in the data active = inhibition above about 16%, passing the limit was not always enough;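 also: cells stimulated with the agonist NPW; 0% = agonist with vehicle and 100% = vehicle without agonist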
# Target sequence (P48145 whole entry, looked up): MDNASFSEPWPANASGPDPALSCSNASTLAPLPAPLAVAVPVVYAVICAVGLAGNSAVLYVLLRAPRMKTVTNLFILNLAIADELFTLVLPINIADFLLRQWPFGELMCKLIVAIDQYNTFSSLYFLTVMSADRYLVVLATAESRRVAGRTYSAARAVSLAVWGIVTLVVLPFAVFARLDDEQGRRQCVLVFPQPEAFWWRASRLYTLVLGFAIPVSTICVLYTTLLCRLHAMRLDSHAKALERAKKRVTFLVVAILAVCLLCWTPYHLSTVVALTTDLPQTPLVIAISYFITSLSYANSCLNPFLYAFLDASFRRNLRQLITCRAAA
# Numbers without * were called inactive; x = no result given. The order is random (roughly 5.3% active in at least one column).
SMILES,IMP-1 inhibitor,pCIP destab,IDE act,M18AAP inhibitor,NALP1 inh,PHOSPHO1 block,VIM-2 inh,IDE inh,GPR7 antagonist
Cc1ccccc1Oc1ccc(Oc2ccccc2C)nn1,-4.1,3,6,2,12,1,-5.5,4,6
CC(C)COC(=O)/C(C#N)=C/c1c[nH]c2ccccc12,-2.5,-2,2,7,6,4,-1.5,-5,-8
COc1ccc(CN2CCC(CO)(Cc3ccccc3C(F)(F)F)CC2)c(F)c1,-2.7,4,2,4,14,52,-2.7,3,-8
Clc1ccc(NCc2ccsc2)cc1,1.0,4,x,3,9,40,-0.2,-1,-4
COc1ccc(C(=O)Nc2cccnc2)cc1S(=O)(=O)N1CCOCC1,-3.0,-10,-3,1,-25,-7,-0.6,2,-10
COC(=O)C1=C(C)NC(=O)CC1c1cc2c(cc1Br)OCO2 (configuration not stated),-2.3,1,3,-6,21,9,-2.1,3,4
O=C(COc1ccc2ccccc2c1Br)N1CCCC1,0.3,-4,6,12,15,28,-2.6,0,-5
Cc1ccccc1C(=O)N1CCN(c2ccc(NC(=S)NC(=O)c3cccs3)cc2)CC1,-2.0,0,4,-6,24,12,-2.3,3,-5
CS(=O)(=O)N(CC(=O)O)c1ccc2c(c1)OCO2,-1.2,-13,3,4,28,-34,-0.8,-1,-1
CC(C)N(C(=O)CSc1nnc(CNc2ccc(F)cc2)o1)C(C)C,-3.2,-6,4,-9,15,-3,0.6,3,-12
COc1ccccc1CC(=O)O/N=C(\N)c1ccccn1,-3.1,-12,-3,-6,3,-4,-0.6,-4,-8
Cn1c(=O)c2c(nc(Br)n2CC(=O)C23CC4CC(CC(C4)C2)C3)n(C)c1=O,-3.2,-3,2,3,25,9,-4.5,4,-5
COc1cccc(-c2cc3c(=O)n(-c4ccccc4)c(=S)[nH]c3s2)c1,-3.0,-10,1,0,2,38,-1.9,3,0
N#Cc1c(NC(=O)CSc2ccccn2)oc(-c2ccccc2)c1-c1ccccc1,-0.8,5,2,50*,17,10,-5.0,4,2
CSc1c(C#N)c(N)nc2sc(C(=O)c3ccccc3)c(N)c12,-2.6,-10,-4,5,x,18,-0.6,4,6
CCCOc1ccc(N2C(=O)CC(N3CCN(c4ccccc4F)CC3)C2=O)cc1 (configuration not stated),-1.9,-5,-1,2,2,-3,-4.3,3,-7
Cc1ccc(S(=O)(=O)C2(C(=O)Nc3cccnc3)CC2)cc1,-0.2,1,-1,0,29,6,-4.1,2,-4
CN(C(=O)/C=C/c1cnc2ccccc2c1)C1CCCCC1,-1.9,3,4,4,4,32,-0.3,1,-5
CCOc1ccccc1CNC(=O)c1ccc(NC(=O)C2=C(C)OCCS2)cc1,-1.9,-4,5,-1,7,26,-4.2,1,10
COc1ccc(S(=O)(=O)N2CCC(C(=O)N[C@@H](C)C(=O)NCc3ccc(F)cc3)CC2)cc1,-0.4,3,2,-2,-4,37,-1.2,-2,3
Cc1cc(C(=O)NCCc2ccc(Cl)cc2)c2ccccc2n1,-1.8,0,4,-9,5,28,-1.6,5,5
CC(C)(C)C1=CC=C(C(C)(C)C)C(=O)C1=O,-5.0,-5,x,14,-6,67*,-4.9,-6,-14
CN1CCN(NC(=O)c2cc(-c3ccc(Cl)s3)nc3ccccc23)CC1,-0.4,-7,4,-12,24,-16,1.8,-1,1
Cc1ccc(C(=O)CC(=O)c2ccc(C(C)(C)C)cc2)cc1,-2.1,-8,2,-3,13,33,-5.2,-3,-9
Cc1ccc(S(=O)(=O)N2CCN(C(=O)CSc3cc(C)ccc3C)CC2)c(C)c1,-1.9,10,1,5,4,10,-1.7,x,-10
Cc1sc2ncnc(NCCc3ccc(S(N)(=O)=O)cc3)c2c1C,-6.0,-9,3,-4,0,16,19*,2,19
CCc1nnc(NC(=O)CN2CCN(Cc3ccccc3Cl)CC2)s1,-3.5,-13,2,-3,x,x,-1.1,0,-19
Cc1cccc(C(=O)NNC(=O)Nc2ccccc2)c1,-3.1,-14,2,18,0,28,-3.8,-2,-11
COc1cccc(-c2nnc(SCC(=O)Nc3ccc4c(c3)OCCO4)n2Cc2ccco2)c1,-5.1,11,-16,-11,40,7,-3.6,7,20
COc1cc(CNC2CCCC2)cc(Br)c1OCC(=O)Nc1ccccc1C,-3.3,1,4,-6,-4,53,-4.0,-4,7
CC(C)(C)CC(C)(C)NC1=CC(=O)OC12CCCCC2,-0.8,-14,0,0,8,10,-4.9,-2,-4
COc1ccc(OC)c(-n2cnnn2)c1,-5.7,-2,3,-12,14,9,-3.5,-5,-4
COc1ccc(C(=O)O)cc1S(=O)(=O)NC(C)(C)C,-2.0,5,6,4,x,19,-2.5,-2,-11
COc1ccc(-c2c(-c3ccc(OCC(=O)NN)cc3O)n[nH]c2C(F)(F)F)cc1,-4.2,-8,5,5,20,0,-3.5,0,-14
CCOc1ccc(CCNC(=O)CS(=O)(=O)Cc2nc(-c3cccc(OC)c3)oc2C)cc1,0.7,-6,4,-6,7,13,-0.5,4,5
Cc1cc(=O)n(CC(=O)NCCN2CCOCC2)c2c1c(C)nn2-c1ccccc1,-1.4,-1,1,-7,-3,40,6.8,-1,-6
N#CCC(N)=C(C#N)C#N,-0.8,0,-6,3,30,8,-1.9,7,-1
COc1ccc(CNC(=S)Nc2ccccc2C)cc1,-3.2,6,2,-1,-1,6,-2.5,-7,-2
COc1ccc(OC(=O)c2cc(S(=O)(=O)N3CCCC3)ccc2Cl)cc1,0.3,-12,2,-2,12,-14,-1.9,-1,-18
CCOCC(=O)Nc1c(C(=O)Nc2ccc3c(c2)OCO3)oc2ccccc12,-2.2,-4,1,-1,2,22,-1.1,2,-16
Cn1c(=O)c2c(nc(NCC3CCCO3)n2Cc2cccc(Br)c2)n(C)c1=O (configuration not stated),-1.2,3,-7,0,2,-28,-1.5,-4,-4
COc1ccc(N2COC3c4cccc5cccc(c45)C32)cc1 (configuration not stated),4.7*,-8,4,13,1,-4,0.6,-1,4
O=C(COC(=O)c1ccco1)NCc1ccc(Cl)cc1,-3.2,-8,0,2,-14,36,-3.1,3,-7
Cc1ccc(-c2cc(-c3nnc(SCC(=O)NC(C)C(C)C)n3N)c3ccccc3n2)cc1 (configuration not stated),-2.5,0,5,1,-6,-23,-0.3,0,-10
COc1ccc2c(c1)CCc1c(C(=O)N3CCCc4ccccc43)noc1-2,-2.6,3,11,7,35,-7,-2.5,2,-14
O=C(CC1S/C(=N/N=C2CCCCCC2)NC1=O)Nc1ccccc1F (configuration not stated),-1.7,12,3,10,-2,x,-5.0,x,-13
C/C(=N\NC(=S)NCCc1ccccc1)c1ccc(C)cc1,-1.2,-5,5,0,19,12,-4.4,0,14
O=C(c1cccnc1)N1CCN(S(=O)(=O)c2cccs2)CC1,-1.0,13,-4,2,4,5,-1.8,1,-2
CC(OC(=O)c1ccco1)C(=O)Nc1ccc(Cl)cn1 (configuration not stated),-1.1,20,4,-7,0,24,0.1,-1,-1
Cc1nc(CS(=O)c2ccc(Cl)cc2)cc(NCc2ccc(Cl)cc2Cl)n1 (configuration not stated),-1.8,-14,2,-9,14,9,-3.9,0,-5
CC1(OC(=O)c2ccc(Cl)nc2)C(=O)C=C2C=C3CCCN3C=C2C1=O (configuration not stated),x,-4,1,x,x,-31,x,-1,x
C/C(=N\n1cnnc1)c1ccc(C#N)cc1,-2.2,7,-3,-5,-18,-87,0.3,1,4
CCN1/C(=C\C=C(C(C)=O)C(C)=O)Sc2ccccc21,-2.7,-91,-53,3,4,6,1.3,35*,-6
Cc1ccc(Cc2cnc(NC(=O)CN3CCOCC3)s2)cc1Cl,-3.8,-8,-3,-10,36,-10,-3.9,2,-2
Cc1cc(NC(=O)CSc2nc(C(C)C)nc3sc(C)c(C)c23)no1,-2.9,-19,-1,10,4,38,0.3,0,3
Cc1cc(C)c(O)c(-c2cc(C(=O)Nc3cccnc3)[nH]n2)c1,-3.8,-8,2,0,2,4,-2.6,-2,-3
Cc1cccc(OCCSc2nc3ccccc3n2CC(=O)O)c1,-1.0,-4,-2,-3,10,24,-3.2,6,-13
Cc1nc(NCC2CCCO2)c2nnn(Cc3ccccc3Cl)c2n1 (configuration not stated),-3.3,-1,8,2,-4,-8,-1.5,5,-5
Cc1ccc2c(C(=O)CN3CCN(C(=O)c4ccco4)CC3)c(C)[nH]c2c1,-2.1,-2,x,3,-4,24,-2.1,-4,-12
O=C(Nc1cccc(NC(=O)c2ccco2)c1)c1ccccc1,-1.3,1,4,7,10,32,-2.4,10,-10

# Next entries
SMILES,IMP-1 inhibitor,pCIP destab,IDE act,M18AAP inhibitor,NALP1 inh,PHOSPHO1 block,VIM-2 inh,IDE inh,GPR7 antagonist
Brc1cccc(-c2nnc3sc(CNCc4ccco4)cn23)c1,-3.0,2,4,1,6,83*,0.3,2,0
CCOc1cc(NC2CS(=O)(=O)CC2O)c(OCC)cc1NC(=O)c1ccccc1 (configuration not stated),-1.4,-8,3,0,-5,36,-2.9,0,-11
CCOC(=O)Nc1cccc(OCC(=O)Nc2ccccc2OCC)c1,-0.9,3,5,0,9,8,0.9,-7,-6
COc1cc(C(=O)N/N=C/c2ccc(OC(=O)N3CCOCC3)cc2)cc(OC)c1OC,-1.7,-6,3,-13,23,-5,-3.1,4,-11
CC(C)(C)C(=O)NNc1nc(-c2ccccc2)c2cc(Br)ccc2n1,-3.3,-15,0,8,22,-11,-3.4,6,2
COc1ccccc1CCNC(=O)C(=O)NCC1OCCN1S(=O)(=O)c1ccccc1 (configuration not stated),-0.9,-9,4,1,-6,15,-2.3,2,5
O=C(C1CCCN(Cc2ccc3c(c2)OCO3)C1)N1CCCC1 (configuration not stated),-1.3,0,4,-10,4,11,-1.1,-5,3
COc1ccc(CCn2nnnc2CN2CCN(C(=O)c3ccco3)CC2)cc1OC,-0.9,-30,4,8,8,40,0.9,-1,-2
CCOC(=O)C1CCCN(S(=O)(=O)c2cc3[nH]c(=O)c(=O)[nH]c3cc2C)C1 (configuration not stated),0.1,0,-5,18,6,-19,2.5,2,10
Nc1c(C(=O)NC2CCCC2)c2nc3ccccc3nc2n1/N=C/c1ccco1,-3.8,1,1,-10,-15,15,-5.6,6,5
CC(C)[C@H](NC(=O)c1c(F)cccc1F)C(=O)Nc1cccc(Br)c1,-4.4,1,3,-4,1,-18,-2.1,5,2
NNC(=O)C(Cc1c[nH]c2ccccc12)NC(=O)c1ccccc1 (configuration not stated),0.0,4,4,9,7,33,-0.2,4,13
COc1ccc(C(CC(=O)Nc2nccs2)n2cccc2)cc1 (configuration not stated),-3.6,0,6,-10,1,11,0.0,-1,11

# Arranged by heavy-atom count (low to high): part of the list above
SMILES,IMP-1 inhibitor,pCIP destab,IDE act,M18AAP inhibitor,NALP1 inh,PHOSPHO1 block,VIM-2 inh,IDE inh,GPR7 antagonist
Brc1cccc(-c2nnc3sc(CNCc4ccco4)cn23)c1,-3.0,2,4,1,6,83*,0.3,2,0
NNC(=O)C(Cc1c[nH]c2ccccc12)NC(=O)c1ccccc1 (configuration not stated),0.0,4,4,9,7,33,-0.2,4,13
CC(C)[C@H](NC(=O)c1c(F)cccc1F)C(=O)Nc1cccc(Br)c1,-4.4,1,3,-4,1,-18,-2.1,5,2
CCOC(=O)C1CCCN(S(=O)(=O)c2cc3[nH]c(=O)c(=O)[nH]c3cc2C)C1 (configuration not stated),0.1,0,-5,18,6,-19,2.5,2,10
COc1ccccc1CCNC(=O)C(=O)NCC1OCCN1S(=O)(=O)c1ccccc1 (configuration not stated),-0.9,-9,4,1,-6,15,-2.3,2,5
